# Compound activity (PubChem)
# BLM inh: blocks DNA unwinding by human BLM helicase. P54132. recombinant BLM DNA unwinding, fluorescence dequenching. Potency, µM (doses to about 56.1 µM), for the others: at the highest dose activity change, negative = inhibition, usual class: inhibitors. 350,000 compounds, 0.2% hits. AID 2528;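 further: plate controls were vehicle for no effect and no enzyme for full effect; nearly all actives have a fitted effect of over 35% in size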
# Pin1 inhibitor: inhibitors of human Pin1 | Q13526 | Pin1 FP peptide displacement, HiFluor488, 10 min | Potency, µM (top dose mostly 115 µM), for the others: at the highest dose activity, negative = inhibition, actives largely listed as inhibitors | 390,000 compounds, 0.009% hits | AID 504891; active means well fitted inhibition curve with a large enough effect in the polarisation, with a control signal flat, not every such curve was filed as active; inconclusive means small, poorly fitted or top-dose-only effect, or effect the other way, or a change in a side signal; inactive means no such curve, though single readings can be large or run the other way; the % refers to the polarisation; further: on the % scale 0 is the no-effect control and ±100 the full control effect
# Target sequence (Q13526 whole entry, looked up): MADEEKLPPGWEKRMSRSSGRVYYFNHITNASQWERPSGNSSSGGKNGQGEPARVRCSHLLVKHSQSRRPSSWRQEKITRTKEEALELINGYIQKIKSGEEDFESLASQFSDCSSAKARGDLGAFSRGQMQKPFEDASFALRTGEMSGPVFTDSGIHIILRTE
# HP1b chromo inh: inhibitors of HP1-beta chromodomain binding to methylated histone tails; P83916; AlphaScreen HP1-beta / biotin-H3K9me3 peptide binding; Potency, µM (doses to about 114 µM), for inactives: top-dose activity change, negative = inhibition, actives largely listed as inhibitors; 390,000 compounds, 0.56% hits; further: nearly all actives have a fitted effect of over 70% in size; inactives centre near 23
# Target sequence (P83916 whole entry, looked up): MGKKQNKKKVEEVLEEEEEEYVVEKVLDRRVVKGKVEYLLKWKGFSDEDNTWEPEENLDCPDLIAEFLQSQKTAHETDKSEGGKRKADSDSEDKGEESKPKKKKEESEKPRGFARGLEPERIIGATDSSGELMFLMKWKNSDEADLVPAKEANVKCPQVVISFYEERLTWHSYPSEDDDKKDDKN
#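 Compound inhibition of the preformed complex between 50 nM HP1-beta and 50 nM biotinylated H3K9me3 peptide was read by AlphaScreen. Buffer was PBS pH 7.4 with 0.01% Tween-20. Incubations ran 30 min at room temperature, with 10 ug/mL donor/acceptor beads.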
# Pol iota inh: DNA polymerase iota (human) inhibition; 390,000 compounds, 1% hits; Q9UNA4; Pol iota fluorescent replication assay, 10 min; Potency, µM (series often up to 115 µM), for the others: top-dose activity, negative = inhibition, most hits filed as inhibitors
#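 Fluorescent replication assay read twice, at 0 min and 10 min after adding 50 nM (final) substrate. Enzyme (10 nM) and compounds were first incubated 15 min at room temperature; enzyme-free buffer wells were negative controls.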
# BAZ2B block: blocks human BAZ2B | Q9UIF8 | AlphaScreen BAZ2B-H3K14Ac peptide displacement | Potency, µM (series often up to 114 µM), inactives show at the top dose activity change, negative = inhibition, usual class: inhibitors | 360,000 compounds, 4.4% hits | AID 504333; further: on the % scale 0 is the no-effect control and ±100 the full control effect; nearly all actives have a fitted effect of over 60% in size
#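 Inhibition is scored as reduced AlphaScreen emission. The BAZ2B/b-H3(5-23)K14Ac complex (50 nM each) in PBS pH 7.4, 0.01% Tween-20 meets compound (up to 110 uM) for 30 min at RT before bead addition.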
# Tb PGK inh: inhibitors of T. brucei phosphoglycerate kinase; P07378; PGK/GAPDH coupled, Kinase-Glo luminescence, 60 min; Potency, µM (top dose mostly 57.5 µM), without a hit: at the top dose activity change, negative = inhibition, most hits filed as inhibitors; 380,000 compounds, 0.043% hits; AID 602233; further: on the % scale 0 is the no-effect control and ±100 the full control effect; nearly all actives have a fitted effect of over 60% in size
#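 Recombinant glycosomal PGK reaction used 1,3-bisphosphoglycerate generated in-well by GAPDH (100nM final) in 100mM TEA pH 7.6, 5mM MgCl2, 0.01% Tween-20. After 60 minutes at room temperature, ATP was read by Kinase-Glo Plus luminescence end-point.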
# G9a block: blocks human histone lysine methyltransferase G9a | G9a H3K9 monomethylation, AlphaScreen, 2 h | AID 504332 | Potency, µM (series often up to 102 µM), without a hit: top-dose activity, negative = inhibition, most hits filed as inhibitors | 350,000 compounds, 8.8% hits; further: on the % scale 0 is the no-effect control and ±100 the full control effect; nearly all actives have a fitted effect of over 75% in size
#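 Chemiluminescent proximity detection of H3K9 monomethylation, read after 10 min bead incubation in the dark. Reaction: 20 nM G9a, 500 nM biotin-H3K9 peptide, 20 uM SAM cofactor, 2 h, room temperature, following 15 min enzyme-compound preincubation.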
# JMJD2A Tudor inh: inhibitors of human JMJD2A Tudor domain | O75164 | AlphaScreen JMJD2A-Tudor / H3K4me3 peptide binding | Potency, µM (titrated, usually from 114 µM), without a hit: at the top dose activity change, negative = inhibition, most hits filed as inhibitors | 390,000 compounds, 4.4% hits | AID 504339; further: on the % scale 0 is the no-effect control and ±100 the full control effect; nearly all actives have a fitted effect of over 50% in size
# GLS inh: inhibitors of human glutaminase (GLS); 410,000 compounds, 0.21% hits; Potency, µM (highest dose often 45.5 µM), inactives show at the highest dose activity change, negative = inhibition, most hits filed as inhibitors; O94925; GLS enzymatic activity, qHTS titration; AID 624170; further: on the % scale 0 is the no-effect control and ±100 the full control effect
# Target sequence (O94925 whole entry, looked up): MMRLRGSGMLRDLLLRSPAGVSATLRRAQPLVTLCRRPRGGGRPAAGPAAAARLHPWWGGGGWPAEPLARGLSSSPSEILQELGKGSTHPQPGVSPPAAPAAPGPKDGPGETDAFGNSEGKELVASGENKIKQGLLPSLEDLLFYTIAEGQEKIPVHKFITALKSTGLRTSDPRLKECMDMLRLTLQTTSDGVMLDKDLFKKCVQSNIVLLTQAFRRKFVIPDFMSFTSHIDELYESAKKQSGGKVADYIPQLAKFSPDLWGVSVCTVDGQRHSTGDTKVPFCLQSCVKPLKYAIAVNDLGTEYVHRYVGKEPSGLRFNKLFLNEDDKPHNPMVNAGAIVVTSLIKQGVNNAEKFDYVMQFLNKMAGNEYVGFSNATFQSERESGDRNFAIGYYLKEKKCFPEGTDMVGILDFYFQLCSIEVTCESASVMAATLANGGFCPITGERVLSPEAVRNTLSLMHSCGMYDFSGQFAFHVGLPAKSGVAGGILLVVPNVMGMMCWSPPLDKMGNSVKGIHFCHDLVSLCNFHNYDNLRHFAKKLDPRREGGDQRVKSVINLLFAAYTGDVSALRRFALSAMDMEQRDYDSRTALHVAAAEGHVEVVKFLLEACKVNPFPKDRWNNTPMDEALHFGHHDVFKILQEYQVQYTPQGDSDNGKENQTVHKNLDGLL
#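 Coupled fluorescence readout: glutamate oxidase/HRP/Amplex Red detect glutamate formed by hKGA from L-glutamine (1 mM solution added). Buffer 45 mM KH2PO4 pH 8.2, 0.02% Tween-20; reads at t0 and 30 min RT.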
# The depositor's hits bear a star; i = inactive; ? = inconclusive; nt = no result given; [ ] = remark or other dose. Unless noted, the call rests on the fitted dose curve; in most records, active means well fitted curve in the direction sought with a large enough effect; inconclusive means small, poorly fitted or top-dose-only effect, or another doubt; inactive means no such curve, though single readings can be large; an effect the other way counts as inactive or inconclusive. Potency means the concentration at half of the fitted maximal effect. These rows are one share of the data; count on the stated rates, not on these rows.
SMILES,BLM inh,Pin1 inhibitor,HP1b chromo inh,Pol iota inh,BAZ2B block,Tb PGK inh,G9a block,JMJD2A Tudor inh,GLS inh
O=C1c2ccccc2C(=O)N1CCSc1nc2ccccc2c(=O)n1CCCN1CCOCC1,1%,40%[activator],21%,89%[activator],-7%,-4%,11%,-12%,-3%
CCOC(=O)C1CCN(S(=O)(=O)c2ccc3c4c(cccc24)C(=O)N3)CC1,-1%,-2%,48%[activator],-19%,10%,i,18%,-14%,2%
Cc1cc(C)cc(NC(=O)Nc2cccs2)c1,-6%,3%,18%,37%,-25%,nt,?,-16%,5%
O=C(C1CCN(S(=O)(=O)c2cccnc2)CC1)N1CCN(c2ccc(Cl)cc2)CC1,-1%,5%,35%,49%[activator],-6%,i,nt,-17%,9%
CCC(OC(=O)c1cccs1)C(=O)NCc1ccco1 (stereo not given),-2%,0%,29%,?,5%,-11%,-5%[12.7 µM],-11%,-20%
COc1ccccc1NS(=O)(=O)c1cc(NC(=O)c2cccc(S(=O)(=O)N(C)C)c2)ccc1N1CCOCC1,nt,17%,41%[activator],5%,4%,-3%,18µM*,-21%,-6%
CC(C)NC(=O)c1ccccc1NC(=O)Cc1ccc(Cl)cc1,-2%,-8%,15%,-1%,0%[57.1 µM],-5%,11%,-8%,-6%
CCCCN(C(=O)CC1CCCC1)c1c(N)n(CCC)c(=O)[nH]c1=O,nt,2%,53%[activator],3%,0%,-7%,-9%[12.7 µM],-2%,-4%
CCCS(=O)(=O)N1CCN(Cc2ccc(OCc3ccccc3)c(OC)c2)CC1,nt,-1%,?,35%[activator],nt,i,nt,28µM*,-4%
CCCC(C)NC(=O)c1nc(-c2ccccc2)n(-c2ccccc2)n1 (stereo not given),-6%,-6%,11%,22%,0%,8%,10%[59 µM],-11%,1%
COc1ccc(C(=O)OCC(=O)NC2CCCCCC2)cc1OC,nt,-5%,46%[activator],6%,13%,4%,10%[59 µM],1%,-1%
O=C(Nc1ccccc1)c1ccccc1C(=O)N1CCCCC1,-11%,18%,30%,-8%,2%,i,-22%,-9%,-2%
O=C(CN1C(=O)c2ccccc2C1=O)OCCOCCN=C1NS(=O)(=O)c2ccccc21,-1%,0%,41%[activator],28%,-2%,-2%,16%,-3%,-6%
COc1ccc(-c2c(-c3cc(OC)cc(OC)c3)n(C)c3ccc(-c4ccc(OC)nc4)cc23)cc1,nt,1%,16%,36%[activator],-27%,-3%,2%[0.501 µM],-32%,3%
CC(C)N(C(=O)[C@H]1C[C@H](CC(=O)NCC23CC4CC(CC(C4)C2)C3)C(=O)N2CCc3c([nH]c4ccc(Cl)cc34)[C@]12C)C(C)C,nt,6%,28%,26%,nt,-6%,nt,-31%,-11%
CCOC(=O)CC1(NC(=O)C2CCC(=O)N(CCc3ccc(OC)cc3)C2)CCCCC1 (stereo not given),-2%,0%,20%,18%,-26%,i,58%[activator][59 µM],11%,-1%
COc1ccc(CNC(=O)CCc2c(C)c3cc4c(C)coc4c(C)c3oc2=O)cc1OC,-5%,10%,18%,17%,0%,-6%,9%[59 µM],-30%,0%
CS(=O)(=O)N1CCN(c2ccccc2NC(=S)NC(=O)c2ccccc2[N+](=O)[O-])CC1,-7%,-1%,25%,63%[activator],-37%,-7%,-23%,-6%[11.4 µM],2%
Cc1nc2c(-c3ccccc3)c(C)[nH]n2c(=O)c1Cc1ccccc1,-4%,1%,31%,127%[activator],-2%,4%,49%,-7%[11.4 µM],-6%
COc1ccc(NC(=O)CN2CCN(c3ccc(F)cc3)CC2)cc1,-3%,-5%,-2%,-13%,-14%,-4%,-2%,25µM*,30%

# Marked active in JMJD2A Tudor inh, among the entries above:
SMILES,BLM inh,Pin1 inhibitor,HP1b chromo inh,Pol iota inh,BAZ2B block,Tb PGK inh,G9a block,JMJD2A Tudor inh,GLS inh
CCCS(=O)(=O)N1CCN(Cc2ccc(OCc3ccccc3)c(OC)c2)CC1,nt,-1%,?,35%[activator],nt,i,nt,28µM*,-4%
COc1ccc(NC(=O)CN2CCN(c3ccc(F)cc3)CC2)cc1,-3%,-5%,-2%,-13%,-14%,-4%,-2%,25µM*,30%

# (next part)
SMILES,BLM inh,Pin1 inhibitor,HP1b chromo inh,Pol iota inh,BAZ2B block,Tb PGK inh,G9a block,JMJD2A Tudor inh,GLS inh
CC(C)=CCCC(C)CN1CCC(N2CCC(C(=O)N3CCOCC3)CC2)CC1 (stereo not given),-3%,4%,25%,2%,-8%,i,6%,-21%,-1%
COCCN(C(=O)c1ccc(OC2CCN(S(=O)(=O)N(C)C)CC2)cc1)C(C)C,2%,-4%,36%,-14%,-12%,-6%,?,12%,-5%
O=C(c1nsc(Cl)c1Cl)N1CCCCC1,-3%,16%,20%,-4%[58.9 µM],6%,1%,-2%[59 µM],-10%,2%
CCc1ccc(OCCCC(=O)Nc2ccc(N3CCOCC3)cc2)cc1,-15%,-12%,12%,3%,-1%,nt,nt,-25%,4%
COc1ccc(N2C(=O)CCC(C(=O)O)C2c2ccccc2OC)cc1 (stereo not given),1%,-4%,55%[activator],19%,-18%,-1%,-10%,-17%,-5%
CCOC(=O)C1CCN(C(C(=O)NC2CCCC2)c2ccc(C)cc2)CC1 (stereo not given),1%,4%,40%[activator],14%,11%,-2%,20%,-9%,-5%
N#Cc1c(Cl)cccc1N1CCC(C(N)=O)CC1,-3%,-5%,51%[activator],64%[activator],-5%,-1%,nt,-5%,-7%
COc1ccccc1/C=N\Nc1ccccc1[N+](=O)[O-],-7%,-4%,13µM*,87%[activator],3.2µM*,-8%,7.9µM*,8.9µM*,-2%
Cc1ccc(S(=O)(=O)N2[C@@H](c3ccccc3)C(C(=O)O)=CC[C@H]2c2ccc(Cl)cc2)cc1,nt,-13%,11%,-4%,-9%,0%,-8%[2.33 µM],-35%,38%[activator]
Cc1cccc(C)c1OCc1cc(C(=O)N2CCN(c3ccccn3)CC2)no1,-6%,-2%,61%[activator],-13%,-18%,-7%,7%,-14%,-18%
Cc1oc(-c2ccccc2)nc1CC(=O)O,-10%,-1%,41%,-1%,1%,6%,2%[59 µM],0%,2%
CC1CCC(C(=O)NC(C(=O)NCc2cccnc2)C(C)C)CC1 (stereo not given),-5%,-2%,35%,38%[activator],3%,2%,6%,-7%,-9%
O=C(O)c1ccc(-c2ccccc2)[nH]c1=O,-1%,-14%,5%,38%[activator],-33%,2%,56µM*,-17%[11.4 µM],46%[activator]
COc1cc(OC)c(N(C)S(=O)(=O)c2cccc(C(=O)OCC(=O)N(C)C3CCCCC3)c2)cc1Cl,nt,0%,8%,25%,nt,5%,nt,-13%,1%
CCC(=O)c1ccc(OCC(=O)OCC(=O)Nc2cccc(S(=O)(=O)N3CCCC3)c2)cc1,nt,2%,37%,-7%,10%,i,?,-19%,-4%
Cc1ccc(O)c(NS(=O)(=O)c2cccc3nsnc23)c1,-6%,7%,?,17%,45µM*,-7%,-31%[2.33 µM],?,0%
COC(=O)CCC(=O)Nc1ccc(S(=O)(=O)N2CCCCCC2)cc1,0%,0%,28%,12%,-4%,-10%,18%[59 µM],6%,nt
O=C(Nc1cccc(C(F)(F)F)c1)Nc1ccc2[nH]c(=O)[nH]c2c1,-11%,6%,55%[activator],43%[activator],1%,5%,16%,-21%,16%
O=C1CCC(=O)N1c1ccc(-c2nc3sc4c(c3c(=O)o2)CCC4)cc1,-1%,0%,15%,15%,0%,-5%,11%[12.7 µM],-25%,0%
COC(=O)c1c(C)nc(C)c(C(=O)OC)c1-c1cccs1,-2%,3%,28%,86%[activator],8%,0%,nt,-5%,2%
O=S(=O)(Cc1ccccc1Cl)CC(O)COc1ccccc1Cl (stereo not given),-3%,3%,-11%,0%,10%,-7%,27%[59 µM],-11%[11.4 µM],-20%
O=C(Nc1ccccc1F)c1c[nH]c(=O)[nH]c1=O,-8%,-2%,-11%,-23%,-4%,1%,3%,-16%,11%
CCn1cc(C(=O)NCCCO)c(=O)c2cc(F)c(N3CCN(C)CC3)cc21,-6%,2%,68%[activator],15%,-5%,nt,?,-16%,-6%
Cc1cc(C(=O)O)cc(S(=O)(=O)Nc2c(C)nn(C)c2C)c1C,nt,-5%,42%[activator],28%,nt,-7%,nt,-12%,-16%
O=C(CC(=O)c1ccccc1)Nc1ccc(Cl)cc1,-6%,4%,67%[activator],16%,4%,2%,6%,-1%,10%
C=CCn1c(-c2ccc(Cl)cc2)c[nH]c1=S,1%,2%,9%,12%,-27%,4%,1.4µM*,25µM*,?
CCCCC(CC)CNC(=O)C1CCCN(S(=O)(=O)c2cnc[nH]2)C1 (stereo not given),-1%,0%,51%[activator],-5%,12%,-9%,6%[59 µM],-24%,0%
O=C(Nc1cc(Cl)ccc1-n1cncn1)c1cc(F)c(F)c(F)c1F,nt,0%,29%,26%,-2%,0%,-11%,-3%,-4%
CCOC(=O)N1CCN(C(=O)Cc2ccsc2)CC1,-4%,0%,30%,-11%,-5%,11%,76%[activator][59 µM],3%,-11%
Cc1c2cnn(CC(=O)NCc3ccc(F)cc3)c(=O)c2c(C)n1Cc1ccccc1Cl,-4%,22%,42%,33%[activator],-8%,-4%,3%[59 µM],-3%,0%
COc1cc2c(-c3ccc4cc[nH]c4c3)c(-c3ccc(C#N)cc3)oc(=O)c2cc1OC,nt,25%,69%[activator],23%,1%,-1%,-1%[0.501 µM],-1%,-5%
C=CCSc1nnc2c(n1)OC(c1cccnc1)Nc1ccccc1-2 (stereo not given),-2%,0%,64%[activator],9%,-7%,9%,?,-4%,27%
OCC1(CCc2ccccc2)CCN(Cc2ccc3nsnc3c2)CC1,2%,2%,-7%,19%,-1%,-3%,-36%,-24%,4%
CC(=O)Nc1ccc(S(=O)(=O)Nc2ccc(Cc3ccncc3)cc2)cc1,-2%,0%,0%,-18%,1%,-10%,-10%,-25%,6%
CCCCNC(=O)c1ccc2c(c1)ncn2C1CCCC1,-5%,4%,21%,7%,8%,-13%,26%[12.7 µM],-7%,-5%
